TDP1 cell noCPT – qHTS for Inhibitors of human tyrosyl-DNA phosphodiesterase 1 (TDP1): qHTS in cells in absence of CPT. Potency, µM (doses to about 46.2 µM), for the others: at the highest dose activity change, negative = growth inhibition, actives largely listed as inhibitors. hit rate 15% among 420,000. DT40 Tdp1-/- hTDP1 cells, no CPT, ATP luminescence, 48 h; also: nearly all actives have a fitted effect of over 55% in size
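Growth of hTDP1-complemented DT40 Tdp1-knockout cells is measured by ATP luminescence after at least 48 hr compound exposure at 37 °C, with DMSO substituting for the 20 nM CPT used in the parallel screen.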
GCN5L2 inh – blocks human GCN5L2 histone acetyltransferase. Q92830. GCN5L2 HAT assay, ThioGlo1 CoA-SH fluorescence. Potency, µM (series often up to 58.9 µM), inactives show at the highest dose activity change, negative = inhibition, usual class: inhibitors. hit rate 0.21% among 390,000. AID 504327
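GCN5L2 (20 nM) in 50mM HEPES pH 7.5, 0.1mM EDTA, 0.01% Tween-20 preincubated 15 min with compounds at room temperature. Reaction started with H3(1-25) 75uM, acetyl-CoA 70uM, ThioGlo1 50uM; CoA-thiol fluorescence (Ex340/Em540) read at 0 and 20 min.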
TDP1 inh – blocks human tyrosyl-DNA phosphodiesterase 1 | Q9NUW8 | recombinant TDP1, AlphaScreen DNA substrate cleavage | Potency, µM (doses to about 130 µM), inactives show at the highest dose activity change, negative = inhibition, usual class: inhibitors | hit rate 0.28% among 350,000 | AID 485290; also: nearly all actives have a fitted effect of over 40% in size
Target sequence (Q9NUW8 whole entry, looked up): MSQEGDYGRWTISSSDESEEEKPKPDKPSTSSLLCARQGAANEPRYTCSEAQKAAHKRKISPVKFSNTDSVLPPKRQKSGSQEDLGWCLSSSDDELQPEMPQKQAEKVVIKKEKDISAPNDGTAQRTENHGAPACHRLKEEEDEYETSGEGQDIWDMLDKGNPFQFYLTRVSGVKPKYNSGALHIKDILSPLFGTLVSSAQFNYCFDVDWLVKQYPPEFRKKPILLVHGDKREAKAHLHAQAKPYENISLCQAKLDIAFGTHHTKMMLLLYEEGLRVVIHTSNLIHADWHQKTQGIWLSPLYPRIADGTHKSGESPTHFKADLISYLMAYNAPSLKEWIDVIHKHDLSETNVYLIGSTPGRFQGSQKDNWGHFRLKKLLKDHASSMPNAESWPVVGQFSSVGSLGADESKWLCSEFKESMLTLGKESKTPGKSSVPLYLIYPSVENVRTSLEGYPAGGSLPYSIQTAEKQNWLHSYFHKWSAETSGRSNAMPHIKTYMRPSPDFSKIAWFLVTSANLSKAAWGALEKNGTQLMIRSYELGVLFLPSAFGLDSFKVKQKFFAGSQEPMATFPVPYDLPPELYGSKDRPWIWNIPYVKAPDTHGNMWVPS
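Tdp1 1 nM final; 15 min RT w/ cpd; substrate 15 nM, 5 min; beads 10 ug/ml, 10 min; AlphaScreen read. Neg ctrl: no enzyme.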
Numbers without * were called inactive; ? = inconclusive; . = not tested or not shown; [ ] = remark or other dose. Calls follow the shape of the dose curve; as a rule, active = well fitted curve in the direction sought with a large enough effect; inconclusive = small, poorly fitted or top-dose-only effect, or another doubt; inactive = no such curve, though single readings can be large; an effect the other way counts as inactive or inconclusive. % is scaled to controls: 0 for no effect and ±100 for the full control effect; potency is read from the fitted curve at half-maximal effect. Only part of the results is shown; count on the stated rates, not on these rows.

Fields: TDP1 cell noCPT | GCN5L2 inh | TDP1 inh
1) COc1ccc(/C=C/C(=O)NCC(=O)N/N=C/c2cc(Br)ccc2OCc2ccccc2)cc1
    ? | -10% | 5%
2) O=C(N/N=C/c1ccc([N+](=O)[O-])o1)C1CCCC1
    ? | -8% | -11%
3) CCOc1ccccc1NC(=O)CSc1ncc2c(n1)-c1ccccc1N(CC)S2(=O)=O
    16µM* | 1% | -8%
4) Cc1cc(C(=O)NNC(=O)c2ccc(C)c([N+](=O)[O-])c2)c(C)o1
    -15% | -2% | 2%
5) COc1cccc(Nc2nc3ccccc3c3nncn23)c1
    26µM* | -10% | 5%
6) O=C(NCc1ccc2c(c1)OCO2)C(=O)NCC1OCCN1S(=O)(=O)c1ccc(F)cc1 (centres undefined)
    -8% | -4% | 4%
7) COc1ccc(C(=O)Nc2ccccc2-c2nnn(CC(=O)NCc3ccco3)n2)cc1
    -14% | -7% | 4%
8) COc1ccc(S(=O)(=O)N(C)CC(=O)N2CCN(C)CC2)cc1Cl
    10% | -2% | 3%[56.1 µM]
9) CC(=O)Nc1cccc(NC(=O)CS(=O)(=O)c2cn(CC(=O)N3CCCC3)c3ccccc23)c1
    7% | -2% | 3%
10) Cc1ccc(C)c(N2CCN(S(=O)(=O)c3ccc(-c4coc(C)n4)cc3)CC2)c1
    ? | -7% | 8%
11) COc1ccc(NCC(O)Cn2cnc3c2c(=O)n(C)c(=O)n3C)cc1 (centres undefined)
    -3% | -1% | 2%
12) COc1ccc(N(C(=O)c2cccnc2)S(=O)(=O)c2ccc(F)cc2)cc1
    ? | -9% | .
13) CC(C)(C)c1cnnn1-c1cccc([N+](=O)[O-])c1
    -4% | -3% | 6%
14) COc1cc(/C=N/NC(=O)c2cccnc2)ccc1OCC(=O)N1CCOCC1
    -24% | -3% | 0%
15) Cc1nn(-c2cccc3cccnc23)c(=O)c2ccccc12
    -22% | 0% | 3%
16) CCCC1/C(=N/O)CC(c2ccccc2)NC1c1ccccc1 (centres undefined)
    4.1µM* | -4% | -1%
17) CCCC1C2CN(C(C)C)CC=C2C(C#N)=C(N)C1(C#N)C#N (centres undefined)
    ? | -8% | 4%
18) Cc1c(O)ccc(C(=O)COc2ccccc2F)c1O
    -55% | -8% | 0%
19) COc1ccc(/C=N/NC(=O)c2ccoc2C)cc1O
    -7% | -1% | -1%
20) N#Cc1cccc(NC(=O)Nc2cccs2)c1
    16µM* | 1% | 2%
21) Cc1ccc(CS(=O)Cc2ccc(C(=O)N3CCN(c4ccc(F)cc4)CC3)o2)cc1 (centres undefined)
    ? | -14% | 6%
22) O=C(O)c1cccc(NC2=C(Cl)C(=O)c3ccccc3C2=O)c1
    13µM* | -6% | -2%
23) COCCNC(=O)C1=NOC(Cn2cc(C#N)c(=O)n(C)c2=O)C1 (centres undefined)
    -16% | -15% | 4%
24) CCn1c(=S)sc2c(=O)n(CC(=O)Nc3ccccc3OC)c(C)nc21
    ? | -7% | 2%
25) O=C(Nc1nc2ccccc2s1)c1cc(-c2ccco2)nc2ccccc12
    18µM* | -25% | 3%
26) CC(C)CCNC(=O)COc1ccc(C(=O)c2ccccc2)cc1
    ? | -2% | -5%
27) CCCCOc1ccc(C(=O)Nc2cc(-c3cn4cccnc4n3)ccc2OC)cc1
    -3% | -3% | 2%
28) O=C(O)c1cnc(-c2ccccc2)nc1-c1ccccc1
    -18% | -4% | 2%
29) COc1ccc(C)cc1NC(=O)C(c1ccccc1)N1CCN(CC(=O)NC2CC2)CC1 (centres undefined)
    ? | -4% | -10%
30) CN(C)C(=O)c1ccc(NC(=O)c2cc(-n3cnnc3)ccc2Cl)cc1
    ? | 2% | 0%

Additional entries follow.
Fields: TDP1 cell noCPT | GCN5L2 inh | TDP1 inh
31) Cc1cc(C)n2nc(C(=O)Nc3ccc4c(c3)OCCO4)nc2n1
    -1% | -3% | -1%[56.1 µM]
32) O=C(O)c1cc(-c2ccc3c(c2)OCO3)nc2ccccc12
    -25% | -6% | -4%
33) CC(=O)N1CCc2c(sc(NC(=O)C3CCCN3S(=O)(=O)c3cccs3)c2C(N)=O)C1 (centres undefined)
    16µM* | -8% | 0%
34) CC1CCC(NC(=O)c2nc(Cn3ccc([N+](=O)[O-])n3)no2)CC1 (centres undefined)
    -29% | -4% | 4%[0.0935 µM]
35) COC(=O)c1oc2ccccc2c1NC(=O)CN1CCCC1
    -16% | -4% | 4%
36) COc1ccccc1NC(=O)c1c[nH]c2ccccc12
    ? | 13% | .
37) CCCOc1ccc(-c2c(=O)n(OCc3ccc([N+](=O)[O-])cc3)c3ccccc3[n+]2[O-])cc1
    -13% | 72%[activator] | 2%
38) CCOc1cc(CN2CCCC(N3CCN(c4ccc(F)cc4)CC3)C2)ccc1OC (centres undefined)
    ? | -34% | .
39) O=C(NCC1CCCO1)C1CCCN(Cc2cnn(-c3ccccc3)c2-n2cccc2)C1 (centres undefined)
    ? | -21% | -2%
40) Cc1sc2nc(CSc3ccccc3)nc(N3CCN(C)CC3)c2c1C
    16µM* | 1% | 5%
41) O=C(Nc1ccc(S(=O)(=O)Nc2ncccn2)cc1)C1CC(=O)N(c2ccc(Cl)cc2)C1 (centres undefined)
    4% | -2% | .
42) Clc1ccccc1Nc1nc(-c2cccnc2)cs1
    ? | 22% | -1%
43) O=C(NC(=S)NCCc1ccccc1)C1CCCCC1
    -24% | 2% | 3%
44) Nc1nc(NC(=O)c2ccc(F)cc2)ns1
    3% | -11% | .
45) CCN1CCc2c(sc(NC(=O)c3ccc(S(=O)(=O)N(C)c4ccccc4)cc3)c2C(=O)NC)C1
    21µM* | -8% | 8%
46) COc1ccc(CNC(=O)CNC(=O)CNS(=O)(=O)c2ccc(C)c(C)c2)cc1
    8% | 0% | 6%[0.0935 µM]
47) C=CCNC(=S)NNC(=O)COc1cccc(Cl)c1
    ? | 2% | 4%
48) CCS(=O)(=O)c1ccc(-c2csc(-c3ccccc3Cl)n2)c(Cl)c1Cl
    23µM* | 2% | -5%
49) O=C(O)CNC(=S)N(Cc1ccc(F)cc1)C1CCCCC1
    ? | -2% | 8%
50) CN(Cc1cnn(-c2ccccc2)c1)C(=O)C1CCC(=O)N(C2CC2)C1 (centres undefined)
    -19% | -3% | 3%
51) CN(C)C(CNC(=O)C1CCN(S(=O)(=O)c2cccc(C(F)(F)F)c2)CC1)c1ccccc1 (centres undefined)
    0% | -3% | 4%
52) CCCCOc1ccc(-c2cc(C(F)(F)F)c(C#N)c(SCC(=O)O)n2)cc1
    ? | -8% | -6%
53) Cc1ccc(S(=O)(=O)NNC(=O)C2COc3ccccc3O2)cc1 (centres undefined)
    -4% | -1% | 3%
54) CCOC(=O)[C@H]1[C@H]2COc3ccc(C)cc3[C@@H]2N2C(=O)CN(Cc3ccccc3)C(=O)[C@@]12C
    ? | 2% | 4%
55) O=C(O)CCN1C(=O)/C(=C\c2cccc(Oc3ccccc3)c2)SC1=S
    5% | -8% | .
56) O=C(CCCC(=O)N(CC(=O)NC1CCCCC1)CC1CCCO1)Nc1ccccn1 (centres undefined)
    -12% | -4% | 1%
57) Cc1cc(NC(=S)Nc2ccccc2)ccc1Br
    -13% | 3% | 2%
58) Cc1ccc(NC(=O)C(=O)NCC2(c3ccccc3)CCCC2)cc1Cl
    -20% | -2% | 2%
59) COc1cc(/C=N/n2nnnc2N)ccc1O
    -13% | -9% | -2%
60) COc1ccccc1CNC(=O)CCCn1nc(C)c2sc3ccccc3c2c1=O
    -20% | -1% | 0%

Molecules listed so far containing an aryl thioether with sulfur outside any ring:
Fields: TDP1 cell noCPT | GCN5L2 inh | TDP1 inh
3) CCOc1ccccc1NC(=O)CSc1ncc2c(n1)-c1ccccc1N(CC)S2(=O)=O
    16µM* | 1% | -8%
40) Cc1sc2nc(CSc3ccccc3)nc(N3CCN(C)CC3)c2c1C
    16µM* | 1% | 5%
52) CCCCOc1ccc(-c2cc(C(F)(F)F)c(C#N)c(SCC(=O)O)n2)cc1
    ? | -8% | -6%

(further entries)
Fields: TDP1 cell noCPT | GCN5L2 inh | TDP1 inh
61) CCN(CC)CCCNC(=S)N(CCO)Cc1cc2cc3c(cc2[nH]c1=O)OCO3
    -11% | -4% | .
62) N#Cc1c(-c2cccc(Cl)c2)[nH]c(=S)[nH]c1=O
    -12% | -7% | .
63) CC(C)Oc1ccc(C(=O)Nc2nonc2-c2ccc(OC(C)C)cc2)cc1
    -12% | 0% | 7%
64) O=C(Nc1ccccn1)c1cc(-c2ccc(Cl)s2)nc2ccccc12
    ? | -14% | -5%
65) C#CCOCCOCCOCCNc1nc(N2CCN(C(=O)[C@H](CCCCN)n3cc(CN)nn3)CC2)nc(N2CCN(C(=O)[C@H](CO)n3cc([C@@H](N)C(C)C)nn3)CC2)n1
    15% | 0% | 0%
66) CCN1CCN(C(=O)CN(C)S(=O)(=O)c2ccc3ccccc3c2)CC1
    -1% | -8% | 5%
67) O=C(Nc1ccccc1Cl)NC1(C(=O)NCC2CCCO2)CCCCC1 (centres undefined)
    0% | -1% | 6%
68) CCC(=O)CCC(=O)c1ccc2ccccc2c1
    -3% | -2% | 1%
69) O=C1c2ccccc2C(O)N1c1ccccc1 (centres undefined)
    -11% | 1% | .
70) Cc1cc([N+](=O)[O-])ccc1NC(=S)NC(=O)C(c1ccccc1)c1ccccc1
    16µM* | -16% | 11%
71) Brc1ccc(-c2c[n+]3c(n2-c2ccccc2)SCC3)cc1
    5.8µM* | 11% | .
72) Fc1ccc(C2CC(c3cccs3)=NN2C(=S)Nc2ccccc2)cc1 (centres undefined)
    ? | 2% | 5%
73) COc1ccc(/C=N/NC(=O)c2ccn[nH]2)cc1CSc1ccccn1
    1% | 0% | 4%
74) CCCc1cc(=O)[nH]c(SCC(=O)N2c3ccccc3CC2C)n1 (centres undefined)
    8% | -4% | 2%
75) CCOC(=O)N1CCN(CC(O)COc2ccccc2C(C)(C)C)CC1 (centres undefined)
    18µM* | 1% | 3%
76) Cc1ccc(/C=N\NC(=O)c2cc([N+](=O)[O-])cc([N+](=O)[O-])c2)o1
    ? | -4% | 11%
77) Cc1cccc(C2=NN(c3ccccc3)[C@H](CO)[C@H]2c2ccc(Cl)cc2)c1
    ? | -27% | -14%[56.1 µM]
78) CC(C)n1c(=O)n(CC(=O)NCC2CCCO2)c(=O)c2c3c(sc21)COC(C)(C)C3 (centres undefined)
    -6% | -4% | 2%
79) O=C(CCNC(=O)c1ccc(Br)o1)NCc1ccccc1Cl
    -15% | -3% | 6%
80) CC1CCCN(CC(O)COc2ccc(Cl)cc2)C1 (centres undefined)
    -12% | 4% | 0%
81) COc1cc(OC)c(C2=NOC(C(=O)NCc3cccs3)C2)cc1Cl (centres undefined)
    2.3µM* | -10% | 1%
82) O=C(Nc1cc2c3c(c1)C1CCCC1CN3CC1CCCC21)c1ccccc1 (centres undefined)
    ? | ? | 9%
83) CCOC(=O)c1cnc(Cc2ccccc2)[nH]c1=O
    24% | -4% | .
84) O=S(=O)(Nc1ccc2c(c1)nc1n2CCOC1)c1ccccc1
    -24% | 0% | 3%
85) c1ccc(Nc2nc(-c3ccoc3)nc3ccccc23)cc1
    ? | ? | .
86) COc1ccc(-n2nc3cc(C)c(N)c(Br)c3n2)cc1
    ? | -10% | -2%
87) O=C(COc1ccc(S(=O)(=O)N2CCCCC2)cc1)N1CCCC1
    -3% | -7% | .

Molecules from the list above that have a furan ring, fused or not, in the order listed:
Fields: TDP1 cell noCPT | GCN5L2 inh | TDP1 inh
2) O=C(N/N=C/c1ccc([N+](=O)[O-])o1)C1CCCC1
    ? | -8% | -11%
4) Cc1cc(C(=O)NNC(=O)c2ccc(C)c([N+](=O)[O-])c2)c(C)o1
    -15% | -2% | 2%
7) COc1ccc(C(=O)Nc2ccccc2-c2nnn(CC(=O)NCc3ccco3)n2)cc1
    -14% | -7% | 4%
19) COc1ccc(/C=N/NC(=O)c2ccoc2C)cc1O
    -7% | -1% | -1%
21) Cc1ccc(CS(=O)Cc2ccc(C(=O)N3CCN(c4ccc(F)cc4)CC3)o2)cc1 (centres undefined)
    ? | -14% | 6%
25) O=C(Nc1nc2ccccc2s1)c1cc(-c2ccco2)nc2ccccc12
    18µM* | -25% | 3%
35) COC(=O)c1oc2ccccc2c1NC(=O)CN1CCCC1
    -16% | -4% | 4%
76) Cc1ccc(/C=N\NC(=O)c2cc([N+](=O)[O-])cc([N+](=O)[O-])c2)o1
    ? | -4% | 11%
79) O=C(CCNC(=O)c1ccc(Br)o1)NCc1ccccc1Cl
    -15% | -3% | 6%
85) c1ccc(Nc2nc(-c3ccoc3)nc3ccccc23)cc1
    ? | ? | .

Screening results deposited in PubChem BioAssay by National Center for Advancing Translational Sciences (NCATS).
